Source: PubChem
Integrin act MD – qHTS for Activators of Integrin-Mediated Alleviation for Muscular Dystrophy; alpha7betagal myoblasts, beta-gal FDG fluorescence, 48 h; Potency, µM (series often up to 38.3 µM), for the others: at the highest dose activation, most hits filed as activators; 350,000 tested, 0.064% active;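 also: potency is read from the fitted curve at half-maximal effect; 100% = response of the positive control SU9516; nearly all actives have a fitted effect of over 60% in size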
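alpha7betagal+/- myoblasts (passage 13, 250/well) treated 48 h at 37C with compounds at 1:260 dilution of DMSO stock. Lysed, then beta-galactosidase activity read as FDG fluorescence (ex 480/em 540) after 30 min, with pre-read for autofluorescence.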
MLL CXXC-DNA inh – qHTS Fluorescence Polarization Assay for Inhibitors of MLL CXXC domain - DNA interaction; Histone-lysine N-methyltransferase 2A (Homo sapiens), Q03164; MLL-CXXC / FITC-HOXA9 DNA fluorescence polarization; Potency, µM (titrated, usually from 115 µM), inactives show at the top dose activity change, negative = inhibition, hits mostly inhibitors; 290,000 tested, 0.037% active; AID 2662, 2010; active = well fitted inhibition curve with a large enough effect in the polarisation, with a control signal flat, not every such curve was filed as active; inconclusive = small, poorly fitted or top-dose-only effect, or effect the other way, or a change in a side signal; inactive = no such curve, though single readings can be large or run the other way; the % refers to the polarisation; also: potency is read from the fitted curve at half-maximal effect
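Purified MLL-CXXC (added from a 7 uM solution) was preincubated 5 min at ambient with pinned compounds in 50 mM Tris-HCl pH 7.5, 50 mM NaCl, 1 mM DTT, 0.05% BSA. Fluorescein-labeled HOX-A9 DNA (50 nM solution) followed, 30 min, then polarization read.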
TRPV1 agonist – HTS Assay for Compounds that Act as Agonists of the Vanilloid Receptor 1 | Transient receptor potential cation channel subfamily V member 1 (Homo sapiens), Q8NER1 | TRPV1-expressing cells, Fluo-8 calcium influx, agonist mode | activation, % at 8.33 µM | 320,000 tested, 0.19% active | AID 540275, 2011; in the data active = activation above about 80%; inconclusive = between about 30% and that limit; also: 0% is about no effect
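Fluo-8 calcium influx in TRPV1-expressing cells, kinetic read (ex 480/em 520 nm). Compound added and read 3 min for agonist activity, followed by capsaicin at EC20 final and 2 min further read for enhancement.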
A-T KAP1 phos – qHTS Assay for Identifying a Potential Treatment of Ataxia-Telangiectasia. […] A-T fibroblasts, KAP-1 phosphorylation AlphaLISA; neocarzinostatin DNA damage 30 min before lysis. AID 485349, 2010. Potency, µM (titrated, usually from 57.5 µM), inactives show at the highest dose activation, hits mostly activators. 320,000 tested, 0.19% active; also: potency is read from the fitted curve at half-maximal effect; % of control where 0% means no effect; nearly all actives have a fitted effect of over 45% in size
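ATM-like activity read as KAP-1 phosphorylation via AlphaLISA donor/acceptor antibody pairs after lysis and 6 hr at 25C. Cells were ATM-null patient fibroblasts ([…], hTERT), dosed 60 min, then exposed to the DSB inducer NCS for 30 min.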
TCR act – Activators of T cell receptors: qHTS campaign. primary human leukocytes, anti-CD3, IL-2 HTRF, 48 h. Potency, µM (doses to about 9.22 µM), for the others: at the top dose activation of IL-2 secretion, usual class: activators. 330,000 tested, under 10 active; also: % of control where 0% means no effect
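Using a-CD3 beads without co-stimulation, primary human leukocytes were exposed to compounds for 48 hr. An HTRF IL-2 kit measured the cytokine, with europium-to-d2 energy transfer producing emission at 665nm upon 320nm excitation.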
p53 reactivator – qHTS assay for re-activators of p53 using a Luc reporter; H1299 p53-A138V BP100-luciferase reporter, luminescence, 24 h; Potency, µM (titrated, usually from 92.2 µM), for inactives: top-dose activity change, positive = activation, usual class: activators; 320,000 tested, 0.063% active; also: potency is read from the fitted curve at half-maximal effect; % of control where 0% means no effect; nearly all actives have a fitted effect of over 45% in size
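H1299 (p53-null), stable ts p53-A138V + BP100-Luc; 1000 cells/well, Opti-MEM/10% FBS; cpd 4 pt, 1:5; 24 h, 37 deg C, 5% CO2; detection reagent 10 min RT; luminescence.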
PTAP TSG101 blk – qHTS Assay for Iinhibitors of HIV-1 Budding by Blocking the Interaction of PTAP/TSG101; Tumor susceptibility gene 101 protein (Homo sapiens), Q99816; Fluorescence polarization, FITC-PTAP peptide / Tsg101 binding; Potency, µM (series often up to 115 µM), without a hit: at the highest dose activity change, negative = inhibition, hits mostly inhibitors; 340,000 tested, under 10 active; AID 493005, 2010; active = well fitted inhibition curve with a large enough effect in the main read-out, with a control signal flat, not every such curve was filed as active; inconclusive = small, poorly fitted or top-dose-only effect, or effect the other way, or a change in a side signal; inactive = no such curve, though single readings can be large or run the other way; also: potency is read from the fitted curve at half-maximal effect; % of control where 0% means no effect
Target sequence (Q99816 whole entry, looked up): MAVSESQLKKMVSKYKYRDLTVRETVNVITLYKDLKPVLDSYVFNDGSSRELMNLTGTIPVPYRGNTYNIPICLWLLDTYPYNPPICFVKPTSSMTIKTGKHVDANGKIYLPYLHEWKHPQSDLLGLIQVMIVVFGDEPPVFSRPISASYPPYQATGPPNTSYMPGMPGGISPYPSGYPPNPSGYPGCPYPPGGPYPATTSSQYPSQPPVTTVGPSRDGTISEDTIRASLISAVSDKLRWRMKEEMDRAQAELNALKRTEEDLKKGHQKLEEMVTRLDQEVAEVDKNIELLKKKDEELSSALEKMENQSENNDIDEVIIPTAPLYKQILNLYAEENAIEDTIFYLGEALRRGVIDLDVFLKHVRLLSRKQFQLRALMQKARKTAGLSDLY
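Fluorescence polarization binding of Tsg101 binding domain (10 uM final) to FITC-labeled PTAP peptide (50 nM final) in HEPES pH 7.5 buffer with NaCl, Tween 20, EDTA, TCEP. Compounds added before peptide; binding 20 min at RT.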
ELG1 repair inh – qHTS screen for small molecules that inhibit ELG1-dependent DNA repair in human embryonic kidney (HEK293T) cells expressing luciferase-tagged ELG1. 330,000 tested, 2.3% active. AID 504467, 2011. Potency, µM (doses to about 46.1 µM), without a hit: top-dose activity change, negative = inhibition, hits mostly inhibitors. HEK293T ELG1-luciferase reporter, luminescence, 16 h; DNA damage induced by 5-fluorouridine; also: potency is read from the fitted curve at half-maximal effect; % is scaled to controls: 0 for no effect and ±100 for the full control effect; nearly all actives have a fitted effect of over 55% in size
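Cells (2,000 per well) received 5-fluorouridine plus test compound or DMSO and were incubated 16 hr at 37 °C, 5% CO2. Luciferase activity was read by luminescence 30 min after ONE-Glo addition; signal suppression marked inhibition of damage-induced ELG1 function.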
B2AR arrestin – qHTS assay of beta-arrestin-biased ligands of beta2-adrenergic receptor; beta-arrestin recruitment to beta2AR, cell-based reporter; Potency, µM (top dose mostly 46.1 µM), without a hit: at the highest dose activation, hits mostly activators; AID 492947, 2010; 330,000 tested, 0.02% active;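 also: potency is read from the fitted curve at half-maximal effect; 0% = DMSO controls and full agonism = EC100 isoproterenol or metaproterenol; nearly all actives have a fitted effect of over 65% in size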
Target sequence (P07550 whole entry, looked up): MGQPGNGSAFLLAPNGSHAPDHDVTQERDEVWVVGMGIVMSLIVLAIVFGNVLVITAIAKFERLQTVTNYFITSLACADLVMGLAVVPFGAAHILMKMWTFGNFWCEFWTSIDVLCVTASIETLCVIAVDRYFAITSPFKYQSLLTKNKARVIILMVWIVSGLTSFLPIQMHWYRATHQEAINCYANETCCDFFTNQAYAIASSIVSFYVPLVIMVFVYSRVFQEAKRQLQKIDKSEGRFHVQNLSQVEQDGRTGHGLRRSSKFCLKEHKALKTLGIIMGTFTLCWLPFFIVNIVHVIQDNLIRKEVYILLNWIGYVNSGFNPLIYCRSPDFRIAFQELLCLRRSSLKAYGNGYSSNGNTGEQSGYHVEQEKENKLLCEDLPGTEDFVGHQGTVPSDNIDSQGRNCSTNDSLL
BRCA1 expr up – qHTS Assay to Identify Small Molecule Activators of BRCA1 Expression | MCF7-BRCA1-FFLuc reporter, luminescence, 48 h; response scale: scaled: vehicle 0%, 10 µM genistein 100% | Potency, µM (titrated, usually from 46.1 µM), for inactives: at the highest dose activation, hits mostly activators | 380,000 tested, 1.1% active | AID 624202, 2012; also: potency is read from the fitted curve at half-maximal effect; nearly all actives have a fitted effect of over 80% in size; some results filed as inactive show a strong effect at the top dose
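MCF7-BRCA1-FFLuc, 2000 cells/well; 2 h attach, 37 °C/5% CO2; compound 48 h; luciferase substrate 15 min; luminescence end-point. Norm. to genistein 10 microM max activation and DMSO; concentration-response curves fitted.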
Starred values were filed as active, the others as inactive; ? = inconclusive; nt = no result given; & = joins results of further samples; [ ] = dose if it differs, or a comment. Unless noted, calls follow the shape of the dose curve; as a rule, active = well fitted curve in the direction sought with a large enough effect; inconclusive = small, poorly fitted or top-dose-only effect, or another doubt; inactive = no such curve, though single readings can be large; an effect the other way counts as inactive or inconclusive.

SMILES	Integrin act MD	MLL CXXC-DNA inh	TRPV1 agonist	A-T KAP1 phos	TCR act	p53 reactivator	PTAP TSG101 blk	ELG1 repair inh	B2AR arrestin	BRCA1 expr up
CC(C)(C)[C@H]1C=C(C(=O)NCc2ccccc2)O[C@@H](OCc2ccc(CO)cc2)C1	12%	-2%	3	12%	-5%	3%	1%	?	0.1%	-12%
CCN(CC(=O)Nc1cc(Cl)ccc1C)C(=O)CCOc1ccccc1C	-18%	13%	11	11%	5%	-10%	-6%	-9%	0.0%	-15%
O=C(O)CN1C(=O)COc2cc(S(=O)(=O)N3CCCC3)ccc21	3%	7%	0	6%	2%	1%	-1%	2%	0.3%	-20%
CC1(C)CC(OC(=O)c2ccccc2)CC(C)(C)N1	13%	-7%	-1	nt	2%	0%	-17%	8%	-0.2%	16%
Cc1cc(N2CCCC2)ccc1/C=N/n1cnnc1	4%	-3%	-1	nt	-5%	-7%	1%	-27%	-0.1%	0%
COc1ccc(NC(=O)CN(Cc2ccccc2)Cc2ccccc2)cc1S(N)(=O)=O	8%	7%	0	2%	-4%	-5%	-4%	2%	-0.5%	-17%
Nc1c(C(=O)C2CC2)sc2nc(-c3cccs3)cc(C(F)(F)F)c12	14%	?	28	7%	-14%	6%	?	1%	0.1%	-26%
O=C1/C(=C\c2ccccc2)CN(C(=O)CCN2CCCCC2)C/C1=C/c1ccccc1	-57%[inhibitor]	nt	nt	nt	5%	nt	0%	nt	nt	-96%[inhibitor]
Cc1cccc(-c2ccc3c(c2)C2CC3CCN2Cc2ccc3c(c2)OCO3)c1 (configuration not stated)	1%	nt	nt	nt	-1%	nt	-4%	nt	nt	3%
Cc1ccc(S(=O)(=O)NCCC(c2ccc(F)cc2)c2ccco2)cc1 (configuration not stated)	-12%	8%	8	-6%	-4%	-1%	-2%	?	0.1%	-58%
Cc1nn(-c2ccccc2)c(Cl)c1C(=O)NCC(=O)O	6%	0%	-1	4%	1%	-3%	1%	7%	0.0%	-11%
CCc1nnc(NC(=O)CN2CCN(S(C)(=O)=O)CC2)s1	12%	5%	-3	-2%	7%	16%	-1%	15%	-0.7%	3%
Cc1ccc(C)c(C(=O)NCCN(C)C)c1	20%	0%	1	-1%	1%	-5%	-5%	26%	-0.2%	3%
Cc1cc(C)c(S(=O)(=O)N2CCCC2CNC(=O)c2ccc3c(c2)OCO3)c(C)c1 (configuration not stated)	-6%	nt	7	3%	0%	-2%	-5%	-14%	-0.1%	-16%
CNC(=O)C(=O)N/N=C/c1ccccn1	13%	2%	3	3%	0%	-1%	-1%	12%	0.3%	-6%
O=c1[nH]c2cc3c(cc2cc1CN(CC1CCCO1)S(=O)(=O)c1ccccc1)OCCO3 (configuration not stated)	-27%	33%[activator]	-1	-2%	2%	-10%	-6%	-16%	0.1%	-42%
C=CCn1c(-c2cccnc2Cl)nc2ccccc21	18%	-6%	22	-2%	5%	-3%	1%	-5%	-0.1%	5%
O=C(Nc1ccc(N2CCN(C(=O)c3ccccc3)CC2)cc1)c1cccs1	8%	1%	4	-9%	-21%	15%	-6%	?	-0.3%	16%
CCOC(=O)N1CCC(NC(=O)CCC(=O)N2CCOc3ccc(C)cc32)CC1	1%	-1%	4	4%	0%	-6%	1%	-3%	-0.3%	-11%
CCc1[nH]nc2c1C(Cc1ccccc1)C(C#N)=C(N)O2 (configuration not stated)	0%	1%	-2	-3%	2%	-2%	-1%	-10%	2.8%	-24%
CS(=O)(=O)N1CCCC(C(=O)Nc2ccccc2F)C1 (configuration not stated)	5%	3%	3	-3%	3%	nt	-1%	1%	0.5%	1%
Cc1ccc(S(=O)(=O)N2CCSC2=Nc2ccccc2)cc1	nt	0%	4	1%	nt	-8%	nt	0%	-0.4%	nt
CSc1ccccc1C(=O)Nc1ccc(S(=O)(=O)NC2=NCCCCC2)cc1	19%	nt	1	2%	nt	-8%	-9%	7%	-0.3%	-2%
COCCNc1nc(C)cc(-c2cc(C(=O)NCc3ccccc3)on2)n1	-6%	2%	?	10%	-4%	0%	-7%	14%	0.2%	-9%
C/C(N)=C(/C#N)C(=O)COC(=O)COc1ccc(Cl)cc1	0%&15%	-7%	10	3%	0%&-7%	6%	0%&-8%	9%	0.1%	-9%&12%
CN(C)S(=O)(=O)c1cccc(NC(=O)CSc2nnnn2-c2ccccc2)c1	-9%	4%	-2	49%	4%	-4%	-4%	?	0.5%	-13%
COc1cccc(NC(=O)CN(C)C(=O)c2cc(-c3cccc(Br)c3)nc3ccccc23)c1	-3%	nt	-3	nt	7%	-2%	-1%	?	-1.6%	-95%[inhibitor]
CCOC(=O)C1(C/C(C)=N/NC(N)=O)CC(C)OC1=O (configuration not stated)	10%	3%	-7	nt	3%[46.1 µM]	0%	-1%	0%	0.0%	2%
CC(CNS(=O)(=O)c1ccc2c(c1)CC(=O)N2C)c1ccccc1 (configuration not stated)	43%	-13%	3	6%	1%	0%	0%	0%	0.6%	12%
COc1ccc2c(c1)c(C(=O)N/N=C/c1cccs1)c(C)n2C	22%	7%	-4	-1%	6%	4%	-1%	-19%	0.2%	-31%
COc1ccc(C(=O)OCn2nnc3ccccc3c2=O)cc1	-11%	38%[activator]	5	-1%	1%	3%	-3%	-1%	0.2%	-2%
O=c1c2cc(N3CCOCC3)ccc2[nH]c(=S)n1Cc1cccc(Cl)c1	-21%[7.66 µM]	19%	-2	-1%	-7%	-2%	-5%	-4%	0.0%	-48%
c1coc(-c2nnc(-c3ccc4c(c3)OCO4)o2)c1	nt	-1%	16	9%	nt	?	nt	?	0.0%	nt
O=C(N1CCOCC1)N1CCN(C(=O)N(c2ccccc2)c2ccccc2)CC1	26%	32%[activator]	29	nt	-3%	-2%	-4%	12%	-0.1%	-2%
O=C(NCCc1cccs1)c1ccc(CS(=O)Cc2ccc(Cl)cc2)o1 (configuration not stated)	31%	-10%	2	-5%	-11%	1%	-6%	6%	0.1%	7%
CCOC(=O)c1sc2nc(C)nc(N3CCN(c4ncccn4)CC3)c2c1C	11%	4%	-4	3%	-3%	-4%	-7%	?	5.0%	7%
Cc1cccc(NC(=O)CS(=O)(=O)c2cn(C)c3ccccc23)c1	13%	4%	1	-1%	10%	-5%	-2%	3%	-0.3%	-3%
Cc1cc(C2=NNC(=NC3CCCCC3)SC2)c(C)n1-c1c(C)n(C)n(-c2ccccc2)c1=O	1%	?	-3	nt	3%[46.1 µM]	-1%	0%	?	-0.6%	-8%
NC(=O)c1ccccc1N=Cc1ccc2ccccc2c1	-7%	2%	-2	6%	1%[46.1 µM]	28%	-6%	1%	-0.6%	-51%
Cn1c(CSc2nnc(SCc3ccccc3)s2)nc2ccccc21	13%[7.66 µM]	-1%	7	5%	1%	-10%	-4%	15%	-0.3%	0%
O=C(COC(=O)CSc1ccccc1)NCCNC(=O)COC(=O)CSc1ccccc1	-20%	nt	-4	-9%	4%	2%	2%	17%	-0.1%	3%
Cn1c(C(=O)N2CCN(c3ccc([N+](=O)[O-])cc3)CC2)cc2c(=O)[nH]c3ccccc3c21	-38%[inhibitor]	37%[activator]	-1	21%	nt	-2%	-4%	?	-0.1%	-14%
N#Cc1c2n(cnc1=O)CCCCC2	19%	6%	4	nt	-6%	nt	-6%	nt	nt	-4%
COc1ccc(CC(=O)N/N=C/c2c(C)n(C)c3ccccc23)cc1OC	-42%	4%	17	-4%	3%	-7%	-5%	?	-0.6%	-48%
CCCCNC(=O)Nc1nc2ccccc2s1	9%	-3%	?	-6%	-2%	18%	-2%	?	0.3%	?
CC1CCN(CCCNC(=O)C2CC(=O)N(C3CCCCCC3)C2)CC1 (configuration not stated)	2%	1%	0	-1%	1%	12%	1%	10%	-0.2%	-20%
Cc1c(-c2nc(-c3cccnc3)no2)cccc1[N+](=O)[O-]	-28%	8%	7	9%	4%	12%	-1%	?	3.8%	-3%
Cc1ccc(C(C)C)cc1OCCOCCN1CCCC1	-19%	-13%	-5	nt	6%	2%	-3%	-18%	-0.8%	-21%
